# Mcl1-Noxa inh = Mcl-1/Noxa interaction inhibition; inhibition, % at 21.7 µM; TR-FRET Mcl-1/Noxa peptide binding, 2 h; AID 1022; 220,000 tested, 1.5% active; Q07820;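 active means compounds that cut the protein-peptide binding signal by more than 50% relative to plate controls in a single-dose test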;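 further: His-tagged Mcl-1 with rhodamine Noxa BH3 peptide and terbium anti-His antibody; 0% = Mcl-1 plus Noxa peptide wells and 100% = peptide-only wells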
# Target sequence (Q07820 whole entry, looked up): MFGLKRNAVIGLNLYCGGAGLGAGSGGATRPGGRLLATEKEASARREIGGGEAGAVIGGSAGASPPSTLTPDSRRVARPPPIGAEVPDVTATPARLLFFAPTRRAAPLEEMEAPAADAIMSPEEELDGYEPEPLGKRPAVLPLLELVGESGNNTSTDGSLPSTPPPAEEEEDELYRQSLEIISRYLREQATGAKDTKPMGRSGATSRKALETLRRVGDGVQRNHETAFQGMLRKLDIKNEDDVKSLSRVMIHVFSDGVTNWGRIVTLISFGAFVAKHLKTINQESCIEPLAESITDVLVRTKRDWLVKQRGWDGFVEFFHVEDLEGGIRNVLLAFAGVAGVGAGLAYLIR
# Avidin bead fluor = avidin bead compound fluorescence profile; Avidin beads, compound fluorescence 488/530 nm, flow cytometry; hits give high values; 220,000 tested, 0.38% active; fluorescence (KMESF) at 10 µM; in the data active means fluorescence above about 47; further: inactives centre near 10
# Pf gametocyte = kills late stage P. falciparum gametocytes; AID 743093; P. falciparum stage V gametocytes, ATP luminescence, 24 h; 150,000 tested, 0.065% active; inhibition, % at 10.9 µM;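 active means inhibition above the mean plus 3 SD of compounds within the control limits, set per campaign, cut at about 38% in these data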;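 further: 0% = DMSO wells and 100% = medium only without gametocytes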
# * marks the source's active call; other numbers are inactive results.
# Start of the listing, in advance, two compounds:
SMILES,Mcl1-Noxa inh,Avidin bead fluor,Pf gametocyte
Nc1c(Cl)ncnc1N/N=C/c1ccc(O)cc1,20,8,-31
CCCCCCN=C1CC(C)(C)CC(=O)/C1=C(/O)CCC,0,6,0

# The list itself (from the top)
SMILES,Mcl1-Noxa inh,Avidin bead fluor,Pf gametocyte
Nc1c(Cl)ncnc1N/N=C/c1ccc(O)cc1,20,8,-31
CCCCCCN=C1CC(C)(C)CC(=O)/C1=C(/O)CCC,0,6,0
O=C(CCc1nc2ccccc2s1)NC1CCOC1=O (centres undefined),11,7,17
Cc1ccc(C)c(/C=N/Nc2nc3ccccc3c(=O)n2O)c1,-133,7,-17
COc1ccc(NC(=O)c2cn3c(nc4ccccc43)c(C#N)c2C)cc1,3,7,-5
O=C(C1CCCN1S(=O)(=O)c1cccc2nsnc12)N1CCCCCC1 (centres undefined),-3,12,2
Oc1ccc(/C=N/N2CCN(C3c4ccccc4-c4ccccc43)CC2)cc1O,33,8,-26
COc1cc(/C=C(\C#N)C(=O)NCc2ccccc2)ccc1OCc1ccc(C(=O)O)cc1,24,5,-25
CN1C(=O)C2(c3ccccc31)c1c(oc3ccccc3c1=O)C(=O)N2CCCO (centres undefined),13,6,14
Nn1c(Cc2ccccc2)nc2sc3c(c2c1=O)CCC3,1,7,-5
CC(C)OC(=O)Nc1ccc2c(c1)N(C(=O)N1CCN(C)CC1)c1ccccc1CC2,51*,7,15
COC(=O)c1c(C(C)=O)c(C)n(C)c1C,-3,7,-1
CC(=O)Nc1ccccc1P(=O)(c1ccccc1)c1ccccc1OC(C)=O (centres undefined),-6,10,10
Cc1[nH]n(-c2ccccc2)c(=O)c1/C=N/N1CCOCC1,22,3,10
C=CCn1c(-c2ccccc2)nc(=S)c2c1CCCC2,24,8,-6
O=C1CCC/C1=C/Nc1cccc(F)c1,-9,7,7
Cc1cc(C(=O)Nc2ncn(Cc3ccc(F)cc3)n2)ccc1[N+](=O)[O-],-1,13,2
CSc1ncc(OCc2ccccc2)c(=O)[nH]1,9,4,3
COC(C[C@@H]1O[C@H]1[C@@H](O)COCc1ccccc1)OC,-4,8,22
COc1ccc(CC(=O)Nc2nc3ccccc3[nH]2)cc1,-5,6,32
O=C1CC(C(=O)Nc2ccc(Br)cc2)S/C(=N\N=C\c2ccco2)N1 (centres undefined),-7,7,16
C=C(C)C1Cc2c(C)nn(-c3cccc4cccnc34)c2C1 (centres undefined),15,7,5
CCOC(=O)c1c(C)nn(-c2ccc(NC(=O)/C=C/C(=O)O)cc2)c1C,2,7,-8
Cc1ccc(Nc2nc(N)c([N+](=O)[O-])c(NCc3ccccc3)n2)cc1,3,8,-27
CC(C)N(Cc1ccccc1)C(=O)Cn1c(=O)cnc2ccccc21,4,49*,11
Cc1cc(OC(C(=O)O)c2ccccc2)c2c(C)c(Cc3ccccc3)c(=O)oc2c1 (centres undefined),17,14,-10
C/C(=N/OC(=O)c1ccc(C(F)(F)F)cc1)c1oc(C)nc1C,-18,2,-22
CC(C)C(=O)N=C1SC2CS(=O)(=O)CC2N1Cc1ccc(Cl)cc1 (centres undefined),8,8,14
O=C(Oc1cc(=O)oc2c1c(=O)n1c3c(cccc23)CC1)c1ccc(F)cc1,-40,7,21
Cn1c(=O)c2c(nc(N/N=C/c3cccnc3)n2Cc2ccccc2)n(C)c1=O,9,6,-1
Cn1c(N)c(C(=O)CSc2nc3ccccc3c(=O)n2Cc2ccccc2)c(=O)n(C)c1=O,-91,49*,-13
CC(C)c1ccc(N2C(=O)CC(NNC(=O)c3cccnc3)C2=O)cc1 (centres undefined),-26,8,15
CCOc1cc(/C=C2/SC(=S)N(CC(=O)O)C2=O)ccc1OC(=O)c1cccs1,30,5,4
C=CCOc1nc2c(c(=O)n(C)c(=O)n2C)n1Cc1ccccc1,5,10,7
C/C(CC(=O)Nc1ccc([N+](=O)[O-])cc1)=N/NC(=O)C1C2CCCCC21 (centres undefined),5,9,-5
Cn1ncc(Br)c1C(=O)Nc1cccc(C(F)(F)F)c1,-18,7,-5
Cc1c(/C=C2\SC(=Nc3cccc(C(=O)O)c3)NC2=O)c2ccccc2n1C,48,6,6
COc1ccc(C(=O)NC(=S)NNC(=O)[C@H]2C[C@@H]2c2ccccc2)cc1OC,-55,7,8
COc1ccc(OC)c(/C=N/NC(=O)c2cc3c(OC)cc(OC)cc3[nH]2)c1,29,8,-9
COc1ccc(-c2n[nH]c(=S)n2-c2ccc(C)cc2)cc1,3,9,26
CCOC(=O)C1CCN(C(=S)NC2CC3C=CC2C3)CC1 (centres undefined),-1,5,-8
Cc1cccc(CSc2nnc(CCNC(=O)OC(C)(C)C)o2)c1,3,7,-27
CC1(C)C([N+](=O)[O-])C(c2ccc(F)cc2)NC(c2ccc(F)cc2)C1[N+](=O)[O-] (centres undefined),-1,8,-4
Cc1ccc(-c2cc(C(=O)Nc3ccc(S(=O)(=O)Nc4ncccn4)cc3)[nH]n2)c(O)c1C,56*,8,13
CN(NC1OC(=O)c2ccccc21)c1ccc(C(F)(F)F)cc1[N+](=O)[O-] (centres undefined),7,2,-2
CCN(Cc1cc(=O)n2ccsc2n1)Cc1nc2cc(OC)c(OC)cc2c(=O)[nH]1,-10,10,19
COC(=O)N/N=C/c1cccc(OC(=O)c2ccc3c(c2)OCO3)c1,10,9,-25
O=C(O)c1cccc(COc2ccc3c(c2)CCC3)c1,10,4,15

# Quoted at random: 3 compounds from above, in no set order.
SMILES,Mcl1-Noxa inh,Avidin bead fluor,Pf gametocyte
COc1ccc(-c2n[nH]c(=S)n2-c2ccc(C)cc2)cc1,3,9,26
Cc1ccc(-c2cc(C(=O)Nc3ccc(S(=O)(=O)Nc4ncccn4)cc3)[nH]n2)c(O)c1C,56*,8,13
CN(NC1OC(=O)c2ccccc21)c1ccc(C(F)(F)F)cc1[N+](=O)[O-] (centres undefined),7,2,-2

# The list continues:
SMILES,Mcl1-Noxa inh,Avidin bead fluor,Pf gametocyte
COc1ccc(NC(=O)c2cc3c(=O)n(C)c4ccccc4c3n2C)cc1Cl,-13,6,-72
CC(=O)Nc1sc(N/N=C\c2ccc(O)cc2)nc1-c1cccs1,104*,7,-25
COc1ccc(CCNC(=O)COC(=O)c2cc(S(=O)(=O)NCc3ccccc3)ccc2O)cc1OC,1,4,9
CN1C2CCC1CC(NC(=O)CSc1ccc(C(C)(C)C)cc1)C2 (centres undefined),9,7,8
CCOC(=O)c1cn(Cc2ccc(Cl)cc2Cl)c2cc(C)nn2c1=O,-2,3,-3
COc1ccc(C2CC(O)(c3ccccc3)Oc3c(C)ccc(C)c32)cc1 (centres undefined),4,13,-4
COc1cccc(-c2nn(-c3ccccc3)cc2/C=C(/NC(=O)c2ccccc2)C(=O)O)c1,-7,5,-7
Nc1nc(NCC2CCCO2)nc(Nc2ccccc2F)c1[N+](=O)[O-] (centres undefined),16,6,-1
COc1ccc(N2C(=O)CC(NNc3nc4ccccc4s3)C2=O)cc1 (centres undefined),28,4,3
FC(F)(F)c1ccccc1-n1c(-c2cnccn2)n[nH]c1=S,18,4,-14
COc1cccc(C(=O)NC(=O)Nc2cc(C)[nH]n2)c1,1,8,-10
CCCOc1ccc(Oc2nc(-c3ccncc3)nc3ccccc23)cc1,10,23,-7
O=C(C[n+]1cc(-c2ccc(F)cc2)n2c1CCC2)c1cccs1,6,8,24
CCCCN(CCCC)C(=O)C1(P(=O)(c2ccccc2)c2ccccc2)CCC1,0,7,-18
CC(=O)OCc1ccccc1Sc1ccccc1C(=O)NCc1ccccc1,15,6,-31
C/C(=N\NC(=O)c1ccoc1C)c1ccccc1,13,3,0
C=CCNC(=S)Nc1ccc2cn[nH]c2c1,8,6,6
CCOc1ccccc1/C=C/c1cc(C(=O)O)c2ccccc2n1,19,3,-7
Cn1nccc1NC(=O)Nc1cccc([N+](=O)[O-])c1,-14,46,1
O=C(O)c1ccccc1/C=N/NC(=S)NCc1ccccc1,10,8,-28
O=c1ccccn1CCOc1ccc(Cl)cc1,-15,5,-18
O=C(O)[C@H](Cc1ccccc1)NC(=O)N1CCC(Cc2ccccc2)CC1,-6,10,-8
COc1ccc(NC(=O)Nc2cc(C)cc(C)c2)cn1,0,8,-6
CN(C)c1ccc(C(=O)NNC(=O)c2ccc(Cl)cc2)cc1,-22,6,-2
CC(=O)Oc1ccc(/C=C2/Oc3ccccc3C2=O)cc1,14,6,0
CS(=O)(=O)NCc1nnc(SCc2ccc(C(F)(F)F)cc2)o1,-17,8,-18
N=C1C(c2nc3ccccc3s2)=C(O)CN1NC(=O)c1ccco1,14,8,1
Cc1ccc(CNc2nc(N)c([N+](=O)[O-])c(NCCO)n2)cc1,-1,7,7
CC(C)C(O)(C(=O)NNc1ccccc1)C(C)C,-4,3,-2
CN1C(=S)SC2CS(=O)(=O)CC21C (centres undefined),1,8,19
COc1ccc(C2c3ccc(O)cc3Oc3ncn(CCCO)c(=N)c32)cc1 (centres undefined),6,5,-8
CNC(=O)C(NC(=O)c1ccccc1)=C(C)C,-16,4,17
Cc1cc(C)nc(N/N=C/c2ccc(Cl)cc2)n1,8,7,18
O=C(Nc1c(C(=O)O)[nH]c2ccccc12)c1cccc(C(F)(F)F)c1,16,2,-22
CCC(=O)N(CCC1(C(C)C)CCOC(C)(C)C1)C(C)c1cccs1 (centres undefined),-28,7,0
Fc1ccc(COc2ccc(-c3nnco3)cc2)cc1,4,5,22
CSc1nnc(C(C)(C)C)c(=O)n1/N=C/c1ccccc1,1,4,6
O=c1oc2ccccc2c(Nc2ccccc2)c1CN1CCCCC1,27,6,-1
CNc1nc(N)c([N+](=O)[O-])c(Nc2cccc(F)c2)n1,-3,7,5
CC(OC(=O)c1ccc(Cl)c(S(=O)(=O)Nc2ccc(F)cc2)c1)C(=O)NC(N)=O (centres undefined),10,4,32
c1ccc(CNc2c3c(nc4ncnn24)CCC3)cc1,9,8,-9
Cn1c(=O)oc2cc(S(=O)(=O)N3CCc4ccccc43)ccc21,-20,7,-6
Cn1c(=O)[nH]c(=O)c2c1nc(N/N=C/C(Br)=C/c1ccccc1)n2CCO,40,8,-14
CNC(=O)CCN(Cc1ccco1)S(=O)(=O)c1ccc(OC)c(OC)c1,-6,10,24
O=C(O)c1ccc(-c2ccc(/C=N/Nc3ccc([N+](=O)[O-])cc3)o2)cc1,62*,8,-2
CCOC(=O)c1cnc2c(c(C)nn2C)c1Oc1ccccc1F,-4,37,-9
Cc1cccc(N2C(=O)c3ccc(C(=O)Nc4c[nH]c(=O)[nH]c4=O)cc3C2=O)c1,1,8,-20
C/C(=N\NC(=O)c1ccc(N2CCCC2=O)cc1)c1ccncc1,11,7,-13
Cc1cccc(S(=O)(=O)Nc2nc3ccccc3nc2NCC2CCCO2)c1 (centres undefined),-10,7,-16
N#CCCC1CCCC=C1N(Cc1ccccc1)C(=O)C(Cl)Cl (centres undefined),9,8,9
NS(=O)(=O)c1cccc(NC(=O)CSc2nnc(C3CC3)n2Cc2ccccc2)c1,-21,4,10
FC(F)(F)c1ccncc1-c1nnnn1-c1ccc(Cl)cc1,-9,6,-8
CCC1CCCCN1C(=S)NC(=O)c1cc(S(=O)(=O)N2CCOCC2)ccc1C (centres undefined),-4,4,-22
COC(=O)c1c(C)noc1-c1snnc1C,-20,5,0
O=C(Nc1cccc2ccccc12)N1CCCN(c2c(Cl)cncc2Cl)CC1,-3,3,1
COc1c(Br)cc([N+](=O)[O-])c(OC)c1C(=O)NC(=O)Nc1cc(Cl)cc(Cl)c1,-6,6,1
Cc1cc(C)nc(N2CCC(C(=O)NNC(=O)c3ccc(Cl)cc3)CC2)n1,-18,7,9
CCCNC(=O)Cn1c(=O)n(C)c2ccccc21,8,7,10
CC(=O)C1=C(C)OC(N)=C(C#N)C1c1cccc2ccccc12 (centres undefined),18,8,0
O=C(N/N=C\c1ccc[nH]1)C1COc2ccccc2O1 (centres undefined),-1,7,9

# Some of the entries so far, with each value named.
> FC(F)(F)c1ccncc1-c1nnnn1-c1ccc(Cl)cc1
  Mcl1-Noxa inh = -9 | Avidin bead fluor = 6 | Pf gametocyte = -8

> CCC1CCCCN1C(=S)NC(=O)c1cc(S(=O)(=O)N2CCOCC2)ccc1C (centres undefined)
  Mcl1-Noxa inh = -4 | Avidin bead fluor = 4 | Pf gametocyte = -22

> COC(=O)c1c(C)noc1-c1snnc1C
  Mcl1-Noxa inh = -20 | Avidin bead fluor = 5 | Pf gametocyte = 0

# The results go on:
SMILES,Mcl1-Noxa inh,Avidin bead fluor,Pf gametocyte
COc1ccc(CCNC(=O)C2CC3Cn4c(nc5ccccc54)C3N2C)cc1 (centres undefined),23,6,-12
Cc1c(OC(C(=O)O)c2ccccc2)ccc2c(-c3ccccc3)cc(=O)oc12 (centres undefined),0,6,2
O=C(c1cnc2ccccc2n1)N1CCN(c2ccc(C(F)(F)F)cn2)CC1,-4,3,-5
CC(O)CNc1nc2sc3c(c2c(=O)n1Cc1ccco1)CCCCC3 (centres undefined),4,6,1
CC1(OC(=O)C2CCCC2)C(=O)C=C2C=C(c3ccsc3)N(C3CC3)C=C2C1=O (centres undefined),-9,9,-2
Cc1cc(/C(N)=N/OC(=O)c2ccccc2Cl)no1,4,7,-1
O=C(NCc1ccccn1)c1cc(-c2ccc(Cl)cc2)oc1C(F)(F)F,16,7,4

# Two of the compounds above, bar-delimited.
canonical_smiles | Mcl1-Noxa inh | Avidin bead fluor | Pf gametocyte
CNC(=O)CCN(Cc1ccco1)S(=O)(=O)c1ccc(OC)c(OC)c1 | -6 | 10 | 24
O=c1ccccn1CCOc1ccc(Cl)cc1 | -15 | 5 | -18

# The list is partial (hit frequency here may not be typical).
